KB-V1 cytotox = kills drug-selected multidrug resistant KB-V1 cells | KB-V1 MDR cells viability, CellTiter-Glo, 72 h | actives 3.4% (n = 400,000) | Potency, µM (doses to about 46.1 µM), inactives show at the top dose activity change, negative = cytotoxicity, most hits filed as cytotoxic; further: on the % scale 0 is the no-effect control and ±100 the full control effect; nearly all actives have a fitted effect of over 60% in size
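Luminescent ATP read-out (CellTiter-Glo, 10 min) measures survival of drug-selected KB-V1 MDR cells after 72 h, 37 degrees C compound exposure. Medium: phenol-red-free DMEM, 10% FBS. Values from fitted concentration-response curves.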
HT1080-NT tox = kills 2HG-producing HT-1080-NT fibrosarcoma cells; HT-1080-NT fibrosarcoma viability, CellTiter-Glo ATP luminescence, 48 h; Potency, µM (top dose mostly 46.1 µM), inactives show at the top dose activity, negative = less viability, actives largely listed as cytotoxic; actives 1.6% (n = 360,000);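 further: NT is the 2HG producing partner of a matched IDH1 knockdown line; 0% = DMSO-treated cells and -100% = media-only wells without cells; nearly all actives have a fitted effect of over 55% in size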
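Toxicity toward the 2HG-producing NT line was scored as %Activity, normalised to DMSO and no-cell wells, from CellTiter-Glo luminescence after 48 hours' treatment.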
KB-3-1 tox = KB-3-1 parental cell cytotoxicity; KB-3-1 viability, CellTiter-Glo ATP luminescence, 72 h; Potency, µM (doses to about 46.1 µM), for inactives: at the top dose activity change, negative = cytotoxic, actives largely listed as cytotoxic; actives 1.4% (n = 400,000); AID 1347075; further: on the % scale 0 is the no-effect control and ±100 the full control effect; nearly all actives have a fitted effect of over 60% in size
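KB-3-1 cells, DMEM (no phenol red) + 10% FBS; compound by pin transfer, 72 h, 37 °C. Readout: CellTiter-Glo luminescence after 10 min. Data normalized, curve-fitted.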
GLP1R inv ag = acts as inverse agonist at human GLP-1 receptor. HEK293 GLP-1R CRE-luciferase, luminescence, 24 h; GLP-1R form is constitutively active. Potency, µM (titrated, usually from 38.3 µM), for inactives: top-dose activity change, negative = inhibition, most hits filed as inhibitors. actives 1.6% (n = 410,000); further: on the % scale 0 is the no-effect control and ±100 the full control effect; nearly all actives have a fitted effect of over 55% in size
Target sequence (P43220 whole entry, looked up): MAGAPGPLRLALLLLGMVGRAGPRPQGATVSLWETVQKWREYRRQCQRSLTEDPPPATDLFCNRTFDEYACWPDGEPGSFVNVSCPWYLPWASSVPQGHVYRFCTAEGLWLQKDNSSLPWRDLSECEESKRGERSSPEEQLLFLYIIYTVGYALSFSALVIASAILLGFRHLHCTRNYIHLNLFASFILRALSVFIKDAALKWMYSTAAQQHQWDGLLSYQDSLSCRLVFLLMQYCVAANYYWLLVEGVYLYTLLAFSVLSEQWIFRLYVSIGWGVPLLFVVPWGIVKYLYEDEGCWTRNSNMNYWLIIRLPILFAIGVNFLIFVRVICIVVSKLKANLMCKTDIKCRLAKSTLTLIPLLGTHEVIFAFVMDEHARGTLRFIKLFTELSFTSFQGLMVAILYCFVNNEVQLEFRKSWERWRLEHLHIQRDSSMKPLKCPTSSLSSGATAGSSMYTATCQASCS
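Seeding at 200 cells/uL, 12 h culture, 24 hr compound treatment, then luciferase reagent and a luminescence read; cells are HEK293 stably expressing a constitutively active GLP-1R plus cAMP-responsive luciferase.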
SW480 rereplic = induces DNA re-replication in SW480 colon adenocarcinoma cells; SW480 DNA re-replication, Hoechst DNA content imaging, 48 h; Potency, µM (highest dose often 46.1 µM), inactives show at the top dose re-replication activation, usual class: activators; actives 1.8% (n = 340,000); AID 624297; further: % of control where 0% means no effect; nearly all actives have a fitted effect of over 55% in size
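DNA re-replication was detected as more nuclei of elevated Hoechst intensity after 48 hr exposure to compound (23 nL pinned per well of 250 cells).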
HEK293 tox = cytotoxicity in counter-screen for GLP-1R inverse agonists; Potency, µM (highest dose often 38.3 µM), for the others: top-dose activity change, negative = inhibition, hits mostly inhibitors; actives 0.13% (n = 410,000); AID 624418; HEK293 cAMP-luciferase reporter cells, luminescence, 24 h;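 further: loss of luciferase light is scored as toxicity; on the % scale 0 is the no-effect control and ±100 the full control effect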
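Luminescence readout: signal drop marks cytotoxicity. Plated cells grew 12 h at 37 °C, 5% CO2, received 23 nL compound for 24 h, then got luciferase reagent, read after 12 min at RT.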
GLP1R ag = activates the human GLP-1 receptor; HEK293 GLP-1R CRE-luciferase, luminescence, 4-6 h; cells express a hypersensitive GLP-1R form; Potency, µM (titrated, usually from 45.6 µM), without a hit: at the highest dose activation, most hits filed as activators; actives 0.007% (n = 380,000); AID 624172; further: % of control where 0% means no effect
TDP-43 yeast inh = rescues yeast growth from TDP-43 toxicity; TDP-43 expressing yeast growth rescue, BacTiter-Glo, 24 h; actives 1.8% (n = 410,000); Potency, µM (top dose mostly 46.1 µM), without a hit: at the top dose growth rescue (activation), usual class: activators; further: % of control where 0% means no effect; nearly all actives have a fitted effect of over 50% in size
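Growth rescue of TDP-43-toxic yeast measured as ATP luminescence (BacTiter-Glo). Cells grown to mid-log in raffinose, induced in galactose at OD600=0.02, exposed to compound 24 hr at 30 deg C.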
HT1080 IDH1KD tx = toxicity to HT-1080 IDH1 knockdown cells (counter line). HT-1080 IDH1 knockdown viability, ATP luminescence, 48 h. Potency, µM (doses to about 46.1 µM), for inactives: at the highest dose activity, negative = toxicity, actives largely listed as cytotoxic. actives 2% (n = 360,000);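 further: 0% = DMSO wells and -100% = cell-free medium wells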
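IDH1KD HT-1080 cells, 750/well, RPMI + 5% FBS; compound pinned after 2 h settling; 48 h, 37 °C; CellTiter-Glo luminescence; % activity normalised to DMSO and no-cell wells; curves fitted, classed by r2 and efficacy.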
Numbers without * were called inactive; ? = inconclusive; · = no result given; & = joins results of further samples; ! = not active in a repeat; [ ] = remark or other dose. The call rests on the fitted dose curve; in most records, active means well fitted curve in the direction sought with a large enough effect; inconclusive means small, poorly fitted or top-dose-only effect, or another doubt; inactive means no such curve, though single readings can be large; an effect the other way counts as inactive or inconclusive. Potency means the concentration at half of the fitted maximal effect.

entry	SMILES	KB-3-1 tox	HT1080 IDH1KD tx	GLP1R ag	HT1080-NT tox	KB-V1 cytotox
1	CCCc1nc2ccccc2c(C(=O)OCC(=O)NCc2ccc3c(c2)OCO3)c1CC	?	-23%	21%	-20%	-4%
2	CCOC(=O)COc1c(OC)cc(Cl)cc1C1Nc2ccccc2C(=O)N1c1ccccc1 (stereo not given)	0%	-4%	-2%	1%	10%
3	COc1ccc(Cl)cc1-n1c(=S)sc2c(=O)[nH]c(SCC(=O)NCC3CCCO3)nc21 (stereo not given)	-13%	11%	0%	7%	-10%
4	O=C(CSc1ncccn1)N1CCN(S(=O)(=O)c2ccccc2)CC1	-3%	11%	1%	0%	-4%
5	Cc1ccc(CCNc2ccccc2C)cn1	-2%	0%	7%	2%	0%
6	COc1ccc(NC(=O)COC(=O)CCc2cc(OC)c(OC)c(OC)c2)c([N+](=O)[O-])c1	-1%	-5%	19%	7%	-1%
7	Cc1[nH]c2ccccc2c1C(=O)CN1C(=O)C(=O)N(Cc2ccco2)C1=O	2%	12%	2%	0%	-19%
8	COc1ccc(Cl)cc1NC(=O)CSc1nc2ccsc2c(=O)n1CC1CCC(C(=O)O)CC1 (stereo not given)	-2%	-3%	5%	-4%	-6%
9	OC(c1ccccc1)c1nc(-c2cccc(C(F)(F)F)c2)cs1 (stereo not given)	0%	?	25%	?	11%
10	O=C(CC1N=C2c3ccccc3N=C(SCC(=O)Nc3cccc(Cl)c3)N2C1=O)NCc1cccs1 (stereo not given)	0%	·	·	·	-16%
11	Cn1c(=O)n(C)c2cc(NC(=O)CCc3ccccc3)c(Br)cc21	0%	9%	3%	0%	-7%
12	O=C1OCc2cc(NC(=O)C34CC5CC(CC(C5)C3)C4)ccc21	0%	0%	1%	-19%	-10%

entry	HEK293 tox	GLP1R inv ag	TDP-43 yeast inh	SW480 rereplic
1	-31%	?	30%	10%
2	0%	?	0%	1%
3	3%	-5%	-33%[inhibitor]	2%
4	-7%	-1%	-19%	-2%
5	10%	13%	2%	3%
6	-5%	4%	-16%	-5%
7	-8%	-3%	16%[9.22 µM]	-5%
8	6%	7%	7%	-7%
9	-7%	?	0%	·
10	-1%	10%	1%	·
11	-8%	47%[activator]	2%	-56%[inhibitor]
12	-17%	?	-17%	-15%

entry	SMILES	KB-3-1 tox	HT1080 IDH1KD tx	GLP1R ag	HT1080-NT tox	KB-V1 cytotox
13	O=C1CC(c2ccccc2)Cc2nc3nc(C(F)(F)F)nn3cc21 (stereo not given)	-1%	0%	-9%	2%	27%
14	O=C(COC(=O)c1cccnc1Cl)Nc1ccc2c(c1)OCCO2	2%	14%	-2%	16%	15%
15	CCOC(=O)C1(C)C=C(Nc2cccc(OC)c2)C(=O)N1c1ccccc1 (stereo not given)	-7%	-9%	13%	-5%	-19%
16	CC(C)(C)c1cc(OS(C)(=O)=O)ccc1O	-8%	-21%	7%	-9%	-17%
17	O=C(CC(C(=O)O)C1CCCO1)NCc1ccccc1 (stereo not given)	9%	14%	-7%	0%	21%
18	Cc1cccc(NC(=O)c2oc3ccccc3c2NC(=O)c2cc(=O)c3ccc(C)cc3o2)c1	8%	·	·	·	-11%
19	Cc1cc(Cl)ccc1OCC(=O)OCC(=O)N1CCC(C(N)=O)CC1	15%	1%	-4%	9%	0%
20	O=C(NCc1ccccc1C(F)(F)F)C1CCC(=O)N(C2CC2)C1 (stereo not given)	0%	4%	7%	-7%	-8%
21	Cc1cc(-c2nnc3n2N=C(c2ccc(F)cc2)CS3)n[nH]1	2%	3%	21%	8%	5%
22	Cc1nn(-c2ccccc2)c(C)c1/C=N/NC(=O)CSc1nnc(SCc2ccccc2Cl)s1	-15%	-17%	4%	-18%	-28%
23	CCOC(=O)N1CCN(C(=O)c2ccc(S(=O)(=O)c3ccc(C)cc3)c(NC(C)=O)c2)CC1	20%	4%	4%	1%	-1%
24	COc1ccccc1NC(=S)NC(=O)C1CC1	-2%	5%	0%	3%	0%

entry	HEK293 tox	GLP1R inv ag	TDP-43 yeast inh	SW480 rereplic
13	40%[activator]	0%	-27%	-9%
14	3%	24%	·	-44%[inhibitor][1.84 µM]
15	25%	?	-7%	-3%
16	-3%	?	-1%	-2%
17	-2%	36%[activator]	-10%	-21%
18	18%	12%	24%	·
19	-25%	-9%	21%	4%
20	3%	16%	3%	-4%
21	5%	132%[activator]	6%	9%
22	-16%	?	-7%	2%
23	6%	1%	-1%	-1%[9.22 µM]
24	-29%	?	?	-5%

Reprinted from the part before: five compounds; new compounds follow.
entry	SMILES	KB-3-1 tox	HT1080 IDH1KD tx	GLP1R ag	HT1080-NT tox	KB-V1 cytotox
20	O=C(NCc1ccccc1C(F)(F)F)C1CCC(=O)N(C2CC2)C1 (stereo not given)	0%	4%	7%	-7%	-8%
21	Cc1cc(-c2nnc3n2N=C(c2ccc(F)cc2)CS3)n[nH]1	2%	3%	21%	8%	5%
22	Cc1nn(-c2ccccc2)c(C)c1/C=N/NC(=O)CSc1nnc(SCc2ccccc2Cl)s1	-15%	-17%	4%	-18%	-28%
23	CCOC(=O)N1CCN(C(=O)c2ccc(S(=O)(=O)c3ccc(C)cc3)c(NC(C)=O)c2)CC1	20%	4%	4%	1%	-1%
24	COc1ccccc1NC(=S)NC(=O)C1CC1	-2%	5%	0%	3%	0%
25	O=C(Cn1c(NCCCCl)nc2ccccc21)c1ccccc1	-5%	-4%	0%	0%	7%
26	O=C(c1c(F)cccc1F)N(Cc1cccs1)C1CCCC1	-4%	-14%	-2%	4%	4%
27	CCOC(=O)N1CCN(c2c(N3CCc4ccccc4C3)c(=O)c2=O)CC1	0%	-1%	-5%	22%	-7%
28	O=C(O)c1ccc(/C=N/NC(=S)NC2CCCCC2)cc1	3%	-12%	6%	-15%	-1%
29	Cc1c(C(=O)NC2CCCCC2C)oc2ccccc12 (stereo not given)	-9%	4%	9%	5%	-4%
30	Cc1ccc(OC(=O)c2ccccc2P(=O)(O)O)cc1	1%	0%	0%	5%	3%
31	O=c1ccc(-c2ccccc2)nn1Cc1ccc(F)cc1Cl	-12%&0%	?	-4%	-19%	0%&-18%
32	COc1ccc(CN2CCN(Cc3ccccc3F)CC2)c(OC)c1	-5%	-18%	2%	-19%	-4%
33	O=C(CCC(=O)Nc1ccc(Br)cc1)N/N=C/c1ccc(F)cc1	3%	-1%	2%	9%	10%
34	CCOc1ccc(C(=O)COC(=O)CN2C(=O)NC3(CCCCC3C)C2=O)cc1 (stereo not given)	1%	-3%	-2%	0%	23%
35	CCCC(=O)N1CCC1(C)C(=O)NS(=O)(=O)c1ccc(C#N)cc1 (stereo not given)	3%	12%	0%	25%	-5%
36	COC(=O)c1cc(OC)c(OC)cc1NC(=O)c1ccc(C)o1	-1%	0%	11%	14%	?

entry	HEK293 tox	GLP1R inv ag	TDP-43 yeast inh	SW480 rereplic
20	3%	16%	3%	-4%
21	5%	132%[activator]	6%	9%
22	-16%	?	-7%	2%
23	6%	1%	-1%	-1%[9.22 µM]
24	-29%	?	?	-5%
25	-1%	-3%	3%	-4%
26	1%	?	?	1%
27	2%	6%	-11%	-9%
28	1%	32%[activator]	12%	-1%
29	-11%	?	16%	-7%
30	-6%	6%	-17%	0%
31	4%&-3%	?	32µM*!	?
32	8%	-28%	15%	-4%
33	-10%	-21%	9%	-30%
34	4%	1%	24%	-11%
35	8%	25%	?	·
36	3%	0%	-5%	0%

entry	SMILES	KB-3-1 tox	HT1080 IDH1KD tx	GLP1R ag	HT1080-NT tox	KB-V1 cytotox
37	COc1ccc(C(=O)NNC(=O)c2ccncc2)cc1	0%	-3%	2%	-4%	-9%
38	Cc1cc(C)cc(NC(=O)c2cc(C)nc3c2c(C)nn3-c2ccccc2)c1	?	·	-3%	·	?
39	COc1ccc(C2=NN(C(=O)CSc3nnc(C)c(=O)n3N)C(c3ccco3)C2)cc1 (stereo not given)	21%	-20%	24%	-8%	-15%
40	Cc1cc(C)c(C)c(S(=O)(=O)N2CCN(C(=O)CCc3nc4ccccc4c(=O)[nH]3)CC2)c1C	11%	3%	2%	5%	2%
41	COc1ccc(C(=O)NCc2nnc(SCC(=O)N3CCc4ccccc43)n2CCc2ccccc2)cc1	0%	-1%	-4%	-13%	-1%
42	Cc1nc(-c2cccc(S(=O)(=O)N3CCC(C(=O)NCc4ccccc4Cl)CC3)c2)no1	0%	·	·	·	-15%
43	COc1ccc(N2CCN(C(C)C(=O)N(C)Cc3ccccc3)CC2)cc1 (stereo not given)	0%	-5%	15%	18%	-12%
44	CN(CCNC(=O)c1ccc(CS(=O)(=O)c2c(Cl)cccc2Cl)o1)CCc1ccccc1	-1%	-1%	4%	-13%	5%

entry	HEK293 tox	GLP1R inv ag	TDP-43 yeast inh	SW480 rereplic
37	9%	-12%	-1%	-7%
38	1%	-27%	4%	·
39	-8%	198%[activator]	-10%	19%
40	3%	7%	-2%	16%
41	-4%	23%	-6%	3%
42	8%	-8%	11%	·
43	-11%	-22%	-11%	?
44	-30%	?	-26%	?

Screens: PubChem, National Center for Advancing Translational Sciences (NCATS)
